Source: PubChem
FXIIa inh = blocks human coagulation factor XIIa protease activity | purified FXIIa, Boc-QGR-AMC fluorogenic substrate, 2 h | 220,000 compounds, 0.3% hits | P00748 | inhibition, % at 5 µM; in the data active means inhibition above about 40%;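 further: 0% = enzyme with no compound and 100% = blank without enzyme; many of its hits are not listed in these tables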
Target sequence (P00748 20-372 limits assumed): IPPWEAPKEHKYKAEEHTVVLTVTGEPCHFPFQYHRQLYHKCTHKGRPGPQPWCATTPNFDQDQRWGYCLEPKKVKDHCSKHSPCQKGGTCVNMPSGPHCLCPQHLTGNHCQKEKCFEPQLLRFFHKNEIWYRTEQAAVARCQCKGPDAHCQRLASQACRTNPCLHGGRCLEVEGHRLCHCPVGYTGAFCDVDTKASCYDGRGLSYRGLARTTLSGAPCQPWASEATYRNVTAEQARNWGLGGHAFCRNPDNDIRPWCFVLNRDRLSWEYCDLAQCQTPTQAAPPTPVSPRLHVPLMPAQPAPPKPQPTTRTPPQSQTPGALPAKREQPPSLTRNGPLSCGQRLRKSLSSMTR
Target sequence (P00748 373-615 limits assumed): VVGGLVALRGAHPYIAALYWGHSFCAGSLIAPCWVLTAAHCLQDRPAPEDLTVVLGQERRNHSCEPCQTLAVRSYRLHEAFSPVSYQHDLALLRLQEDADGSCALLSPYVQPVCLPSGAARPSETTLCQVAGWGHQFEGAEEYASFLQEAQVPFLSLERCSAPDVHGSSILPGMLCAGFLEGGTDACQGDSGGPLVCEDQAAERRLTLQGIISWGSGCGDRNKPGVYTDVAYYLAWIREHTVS
L929 necroptosis = L929 zVAD cell death inhibition; AID 1377; L929 zVAD necroptosis rescue, ATP luminescence, 24 h; with zVAD 60 µM; viability rescue, % at 10 µM; 220,000 compounds, 0.38% hits;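 active means activation, scaled between plate controls, above about 75%, limit read from the data; inactive means activation under that limit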;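 further: 0% = zVAD with DMSO and 100% = DMSO alone without zVAD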
Hck Nef HTS = inhibitors of human Hck kinase activated by Nef; 220,000 compounds, 0.68% hits; P08631; Recombinant Hck-YEEI plus Nef, Z-Lyte FRET kinase assay; inhibition, % at 20 µM;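 active means Hck-Nef kinase inhibition above about 50%, limit read from the data; inactive means inhibition below that limit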;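 further: 0% = DMSO with Hck plus Nef and 100% = Hck alone without Nef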
hK5 inh = blocks human kallikrein 5 protease activity | recombinant hK5, fluorogenic AMC substrate cleavage | Q9Y337 | inhibition, % at 5 µM | 210,000 compounds, 0.59% hits | AID 873;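 active means inhibition of 40% or more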;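 further: 0% = enzyme controls without compound and 100% = no-enzyme blanks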
KCC2 mod = modulates chloride dependent transport by human KCC2; Q9H2X9; KCC2 cells, thallium flux FluoZin-2 fluorescence; B-score of Tl+ flux slope (higher = more flux/activation; lower = inhibition) at 10 µM; 190,000 compounds, 2.2% hits;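 active means thallium flux slope and its plate-corrected score both differing from the plate sample mean at a set confidence after two filtering rounds, in either direction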;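 further: slope of fluorescence scaled to starting intensity during 10 to 20 s after thallium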
Thrombin inh = inhibitors of human thrombin; alpha-thrombin, Boc-VPR-AMC fluorogenic substrate cleavage; inhibition, % at 5 µM; 220,000 compounds, 0.26% hits; AID 1046;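 active means inhibition at or above 40%; inactive means inhibition below 40%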;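 further: 0% = enzyme with no compound and 100% = wells without enzyme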
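System – human alpha-thrombin protein · Reagent – Boc-VPR-AMC substrate, 15 µM final · Compound – 5 µM single dose in 0.2% DMSO · Schedule – reaction at room temperature · Technique – AMC fluorescence at 355 nm excitation and 460 nm emission · Read-out basis – % inhibition relative to enzyme controls and enzyme-free blanks · Control set – no-compound enzyme wells and no-enzyme blanks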
Rad51 HR inh = blocks human Rad51 in homologous recombination. Q06609. hRad51 DNA strand exchange, fluorescence dequenching. inhibition, % at 10 µM. 200,000 compounds, 0.085% hits;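 active means inhibition above 40% at the single screening dose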;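 further: 0% = DMSO control wells and 100% = blanks with heterologous ssDNA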
Target sequence (Q06609 whole entry, looked up): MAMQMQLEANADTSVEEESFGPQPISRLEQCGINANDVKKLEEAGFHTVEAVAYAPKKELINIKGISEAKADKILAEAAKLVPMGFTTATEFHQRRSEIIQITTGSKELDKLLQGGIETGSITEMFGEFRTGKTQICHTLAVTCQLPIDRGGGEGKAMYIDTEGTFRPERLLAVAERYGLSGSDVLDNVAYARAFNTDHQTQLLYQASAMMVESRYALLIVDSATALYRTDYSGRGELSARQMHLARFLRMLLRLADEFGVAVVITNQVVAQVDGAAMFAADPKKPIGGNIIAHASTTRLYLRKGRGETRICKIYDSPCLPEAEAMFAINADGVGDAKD
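Test system – preformed human Rad51 ssDNA filaments · Reagent – Donor/quencher-labelled 47-bp dsDNA substrate · Incubation – 37 °C 15-min filament assembly, 30-min compound preincubation, 15-min exchange · Signal – FRET fluorescence dequenching, excitation 485 nm, emission 520 nm · Read-out – percent inhibition from fluorescence, normalised to plate control and blank means · Benchmarks – plate control and blank wells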
TNF death inh = blocks TNF-alpha induced death of Jurkat FADD-/- cells; 220,000 compounds, 0.068% hits; activation (protection from cell death), % at 10 µM; Jurkat FADD-/- TNF necroptosis rescue, ATP luminescence, 24 h; 0 = TNF only, 100 = no-TNF cells;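 active means activation, meaning protection from cell death, of at least 50% relative to plate controls; inactive means activation below 50%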;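 further: necroptosis triggered by 40 ng/mL TNF-alpha added together with compound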
FXIa inh = factor XIa (human) inhibition; P03951; purified FXIa, Boc-Glu-Ala-Arg-AMC fluorogenic substrate; inhibition, % at 5 µM; 220,000 compounds, 0.14% hits; AID 798;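 active means inhibition of at least 40%; inactive means inhibition below 40%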;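 further: fluorescence of freed AMC excited at 355 nm; 0% = enzyme without compound and 100% = no enzyme blank; many of its hits are not listed in these tables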
An asterisk follows results filed as active; · = no result given. A portion of the library. The share of hits here may be higher or lower than overall.

item	mol	FXIIa inh	L929 necroptosis	Hck Nef HTS	hK5 inh	KCC2 mod	Thrombin inh	Rad51 HR inh	TNF death inh	FXIa inh
1	COCC(C)NCc1ccc(C)cc1C (stereo unspecified)	-12	-1.0	-20	-10	0.034	-2	-1	-0.9	-15
2	COc1ccc(-c2csc(COC(=O)C(C)(C)C)n2)cc1	8	0.6	10	3	-1.1	-2	6	4.0	7
3	Cc1ccccc1N(CC(=O)NC1CCCC1)C(=O)C1(C)CC(=O)N=C2C=CC=CN21 (stereo unspecified)	5	-0.7	5	-3	1.8	-7	1	-0.3	5
4	CC1=NN(c2cccc([N+](=O)[O-])c2)C(=O)C1	4	4.3	19	0	-0.019	-6	-3	0.2	-2
5	Cc1ccc(NC(=O)NC(=O)CN2C(=O)NC3(CCCCCCC3)C2=O)c(C)c1	5	1.7	0	4	-5.5*	-8	2	-4.4	4
6	CCOc1ccc(CN2CCCN(C)CC2)cc1	22	0.3	-10	-23	0.73	5	3	1.6	4
7	CN(C)CCN1C(=O)C(=O)/C(=C(/O)c2ccccc2)C1c1ccccc1F (stereo unspecified)	16	-0.2	3	2	-0.27	1	-7	-2.0	11
8	O=C(CN1CCN(S(=O)(=O)c2ccccc2F)CC1)NC1CCCC1	3	24	17	-1	-0.028	-9	-5	1.3	-3
9	Cc1nnc(SCC(=O)NC(=O)NC(C)(C)C)n1N	17	-0.2	0	7	0.33	1	0	-2.7	8
10	CC1CCN(c2ccc([N+](=O)[O-])cn2)CC1	10	0.1	-1	-1	-0.031	-9	0	5.5	5
11	CN(C)Cc1c(O)ccc2c3c(c(=O)oc12)CCCCC3	-73	0.0	76*	-43	-0.13	-26	0	0.1	-32
12	C=CC(=O)N1C/C=C\C(c2ccc(OC)cc2)N(Cc2ccc(F)cc2)C(=O)C1 (stereo unspecified)	21	0.7	13	5	-0.36	10	1	0.8	5
13	Cc1nnc(C)n1/N=C/c1ccccn1	18	0.9	6	-22	·	1	2	-0.2	-9
14	Cc1nc(C(F)(F)F)ccc1C(=O)Nc1ccc(C(F)(F)F)cn1	2	2.0	-6	-12	0.41	-11	15	3.5	-2
15	CSc1ncc(CN2CCc3c([nH]c4ccccc34)C2c2cccc(C)n2)cn1 (stereo unspecified)	4	1.4	20	-4	-0.00025	-11	·	1.7	-4
16	O=C(O)c1ccc(-c2ccccc2)[nH]1	10	-0.1	1	-10	1.4	-2	4	1.5	0
17	CN=C1SC(CC(=O)Nc2ccc(F)cc2F)C(=O)N1/N=C(\C)c1cccc(OCC(=O)O)c1 (stereo unspecified)	5	1.9	-1	19	-0.31	-1	9	0.9	-6
18	Cc1ccc(S(=O)(=O)Nc2c(C)[nH]c(=O)[nH]c2=O)cc1C	2	0.5	1	-3	0.018	1	11	1.4	9
19	CN1CCCN(c2ccc([N+](=O)[O-])cc2)CC1	5	3.7	19	-2	0.48	-8	-1	5.7	1
20	Cc1ccc(CN2CCNC(=O)C2CC(=O)NCC(F)(F)F)o1 (stereo unspecified)	6	-0.1	27	-5	0.63	-7	-2	0.7	-3
21	CCN(CC)C(=O)C1CCCN(C(=O)Nc2ccc(NC(=O)N3CCCC(C(=O)N(CC)CC)C3)cc2)C1 (stereo unspecified)	6	-0.5	-21	-2	0.36	1	-3	0.5	-1
22	O=C(COC(=O)c1cccs1)Nc1ccccc1C(F)(F)F	6	1.3	22	-12	-1	2	-14	0.6	-5
23	Cc1ccccc1/C=N/Nc1ccnc2cc(Cl)ccc12	13	1.0	8	-11	1.6	-2	-1	-17	3
24	CCOC(=O)CNC(=O)CSc1nc2sc(C)c(C)c2c(=O)n1C	21	0.9	4	-8	·	-4	4	-0.3	4
25	COc1cccc(C2=NOC(C(=O)NCCN3CCOCC3)C2)c1 (stereo unspecified)	13	0.2	4	0	-0.48	-2	-4	0.5	-1
26	N#CC1=C(SCc2ccccc2)NC(=O)CC1c1ccccc1 (stereo unspecified)	24	-1.4	-7	-3	-0.016	15	8	1.0	8
27	CC(=O)N(CCS(=O)(=O)c1ccc(Cl)cc1)Cc1cccs1	6	-0.1	5	3	-0.62	-6	-7	-1.1	-5
28	OC(CN1C2=NCCCN2c2ccccc21)c1ccc(Br)cc1 (stereo unspecified)	-1	0.3	1	-1	·	-7	7	-2.3	-8
29	NS(=O)(=O)c1ccc(CCNC(=O)CN2CCN(c3ccccc3O)CC2)cc1	8	0.7	2	8	1.2	-10	-1	2.1	-4
30	COc1coc(/C=C/C(=O)O)cc1=O	10	0.1	6	-13	-0.34	-4	·	0.3	7

Nos. 27–28, quoted:
item	mol	FXIIa inh	L929 necroptosis	Hck Nef HTS	hK5 inh	KCC2 mod	Thrombin inh	Rad51 HR inh	TNF death inh	FXIa inh
27	CC(=O)N(CCS(=O)(=O)c1ccc(Cl)cc1)Cc1cccs1	6	-0.1	5	3	-0.62	-6	-7	-1.1	-5
28	OC(CN1C2=NCCCN2c2ccccc21)c1ccc(Br)cc1 (stereo unspecified)	-1	0.3	1	-1	·	-7	7	-2.3	-8

Later entries
item	mol	FXIIa inh	L929 necroptosis	Hck Nef HTS	hK5 inh	KCC2 mod	Thrombin inh	Rad51 HR inh	TNF death inh	FXIa inh
31	CN1C(=O)N(C)C2(C)CC1(C)N(C)C(=O)N2C	4	-0.9	14	0	-0.29	-7	14	0.7	-4
32	CSc1nc2sc3c(c2c(=O)n1C)CCC(C)C3 (stereo unspecified)	14	0.1	0	-5	1.3	1	-5	-2.0	2
33	O=C(CNC(=O)Cc1ccccc1)NCC(=O)OCc1ccccc1	13	-0.4	0	-6	0.33	3	11	-3.8	-8
34	N/C(=N\OS(=O)(=O)c1ccccc1)c1ccncc1	15	-0.1	1	5	-0.4	0	8	-0.1	-4
35	Cn1c(SCC(=O)N/N=C/c2ccc(O)c(O)c2)nc2ccccc21	9	6.9	16	7	-0.48	0	-10	-9.6	5
36	CC(=O)c1oc2ccccc2c1NC(=O)CCCN1C(=O)c2ccccc2C1=O	14	0.3	3	1	0.058	-6	1	0.7	-5
37	Cc1ccc(NC(=O)c2scc3c2CCCC3)cc1	11	0.0	-1	15	-0.081	-6	32	-1.2	39
38	Cc1ccccc1NCN1C(=O)C2CCC(C)(C1=O)C2(C)C (stereo unspecified)	8	0.8	24	-2	-0.03	-2	·	-1.0	-1
39	CC(C)OC(=O)CC1C(=O)NCCN1C(=S)NC(=O)CCc1ccccc1 (stereo unspecified)	38	0.0	-8	·	0.95	13	·	-0.8	6
40	COc1ccc(CCN(C)C(=O)C2CCN(Cc3ccc(C)cc3)CC2)cc1OC	2	0.5	22	-4	0.18	-5	5	0.4	-4
41	CCCOc1c(Br)cc(C2C3=C(CCCC3=O)N(CC)C3=C2C(=O)CCC3)cc1OC	2	-2.2	47	-7	-0.85	-20	-12	-1.2	-6
42	COc1cc2c(cc1OC)C(C(=O)N1CCCC1)C(c1ccccc1F)N(C)C2=O (stereo unspecified)	7	-1.2	-3	-4	-0.24	-4	-1	-0.1	-4
43	COCCNC(=O)C(c1ccc(C)o1)N(C(=O)c1snc(C(N)=O)c1N)c1cc(C)cc(C)c1 (stereo unspecified)	16	-0.4	23	-24	-1	1	-5	-4.1	2
44	O=C(Oc1cccccc1=O)c1ccccc1	7	4.1	-1	-2	·	-10	-4	-1.1	19
45	COC(=O)CCCCCN1C(=O)NC(c2ccc(-c3ccccc3)cc2)C(C(=O)OCc2ccccc2)=C1C (stereo unspecified)	18	7.6	-4	0	-0.17	3	-8	2.0	8
46	CC(=O)c1cc(C(=O)N2CCc3c([nH]c4ccccc34)C2C2CCCCC2)[nH]n1 (stereo unspecified)	7	1.9	14	4	0.0092	-1	7	1.9	-6
47	CC(OCc1ccccc1)C(NC(=O)OC(C)(C)C)C(=O)NCC1CCCO1 (stereo unspecified)	19	-0.5	1	-22	-0.0091	-13	-3	0.4	19
48	Cc1ccc(C(=O)NC(=S)Nc2ccc(-c3ccc(CO)o3)cc2)cc1	5	-0.8	61*	-3	-0.74	-7	-11	-0.1	-3
49	COCCOC(=O)c1c(NC(=O)CSc2cccc[n+]2[O-])sc(C(N)=O)c1C	9	16	18	0	·	4	-163	-1.6	-1
50	O=C(Nc1ccc(Br)cc1)c1cccnc1N1CCOCC1	9	0.5	9	5	-0.19	-1	35	0.3	3
51	C=CCNC(=O)c1cc(Cl)ccc1Cl	8	0.3	0	0	0.29	-7	1	-0.2	-5
52	COc1ccc(N(CC(=O)N2CCCCCC2)S(=O)(=O)c2c(C)[nH]c(=O)[nH]c2=O)cc1	6	0.9	1	-23	-2.5	-10	-5	0.5	-1
53	CC(Sc1ccccc1)C(=O)Nc1ccccc1C(=O)N1CCOCC1 (stereo unspecified)	13	-0.1	1	-13	0.3	-5	2	-3.5	5
54	CN(C)Cc1cn(CCC(=O)O)c2ccccc12	·	0.3	1	·	0.37	·	-3	-1.3	·
55	CCC(CC)C(=O)N(CCc1ccc(OC)cc1)Cc1nc2ccccc2c(=O)[nH]1	-7	-0.1	1	8	-0.56	-7	2	-3.7	-22
56	S=c1[nH]nc(-c2ccc3ccccc3n2)n1Cc1ccccc1	2	0.8	7	-14	9.2*	-7	6	0.4	2
57	C=CCn1c(SCC(=O)Nc2ccc3c(c2)OCO3)nnc1-c1cc(Br)ccc1O	16	-0.1	0	-13	-0.72	2	3	-1.6	-6
58	CC(C)C[C@H](NC(=O)c1nc[nH]c1C(=O)N1CCN(C(=O)OC(C)(C)C)CC1)C(=O)OCc1ccccc1	8	-0.5	6	2	-0.44	-1	-3	-2.5	1
59	Clc1cc(Br)ccc1OCCCNCc1ccccc1	10	0.3	-2	-18	-1.3	-3	-6	5.3	22

5 entries drawn at random from the list so far, as already listed:
item	mol	FXIIa inh	L929 necroptosis	Hck Nef HTS	hK5 inh	KCC2 mod	Thrombin inh	Rad51 HR inh	TNF death inh	FXIa inh
53	CC(Sc1ccccc1)C(=O)Nc1ccccc1C(=O)N1CCOCC1 (stereo unspecified)	13	-0.1	1	-13	0.3	-5	2	-3.5	5
58	CC(C)C[C@H](NC(=O)c1nc[nH]c1C(=O)N1CCN(C(=O)OC(C)(C)C)CC1)C(=O)OCc1ccccc1	8	-0.5	6	2	-0.44	-1	-3	-2.5	1
51	C=CCNC(=O)c1cc(Cl)ccc1Cl	8	0.3	0	0	0.29	-7	1	-0.2	-5
56	S=c1[nH]nc(-c2ccc3ccccc3n2)n1Cc1ccccc1	2	0.8	7	-14	9.2*	-7	6	0.4	2
59	Clc1cc(Br)ccc1OCCCNCc1ccccc1	10	0.3	-2	-18	-1.3	-3	-6	5.3	22
